TRHR agonist = TRH receptor (human) agonism | P34981 | TRHR cells, calcium flux fluo-8, FDSS agonist mode | activation, % at 2 µM | 360,000 tested, 0.18% active | AID 493084; in the data active = activation above about 30%; note: 0% is about no effect
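In this calcium-flux screen, cells bearing human TRHR are dye-loaded with fluo-8, baselined for 10 cycles, then exposed to library compounds; positive kinetic calcium responses during the agonist phase mark hits, with TRH as control.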
Pol iota inh = DNA polymerase iota (human) inhibition; Q9UNA4; Pol iota fluorescent replication assay, 10 min; Potency, µM (highest dose often 115 µM), inactives show at the top dose activity, negative = inhibition, actives largely listed as inhibitors; 390,000 tested, 1% active; note: potency is the fitted concentration of half-maximal effect
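Pol iota at 10 nM preincubated 15 min with compounds at room temperature; reaction started with fluorescent substrate, 50 nM final. Fluorescence read kinetically at 0 and 10 min; buffer-only wells as negative control.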
POLB inh = blocks human DNA polymerase beta activity | Potency, µM (doses to about 114 µM), for inactives: at the top dose activity change, negative = inhibition, actives largely listed as inhibitors | 340,000 tested, 1.3% active | AID 485314 | Pol beta primer extension/strand displacement, fluorescence kinetic; note: potency is the fitted concentration of half-maximal effect; % is set by controls: 0 for no effect and ±100 for the full control effect
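Values derive from four-parameter Hill fits of normalized kinetic data: reads at 0 and 10 min following addition of 50 nM substrate to 10 nM Pol beta preincubated 15 min with compound.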
APEX1 inh = blocks human APE1 abasic DNA cleavage; AID 2517; 350,000 tested, 0.35% active; P27695; recombinant APE1, TAMRA/BHQ-2 abasic DNA cleavage fluorescence; Potency, µM (highest dose often 65.8 µM), for the others: at the highest dose activity change, negative = inhibition, actives largely listed as inhibitors;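 note: potency is the fitted concentration of half-maximal effect; plate controls were vehicle for no effect and reference inhibitor for full effect; nearly all actives have a fitted effect of over 55% in size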
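Quantitative HTS: incision of a TAMRA/BHQ-2 double-stranded substrate bearing a tetrahydrofuran abasic site by 0.75 nM APE1 raises fluorescence. Substrate 50 nM final, added after 15 min compound preincubation at room temperature; progress as third-minus-first kinetic read difference.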
ERG Ets-DNA blk = blocks human ERG Ets domain binding to DNA. Potency, µM (highest dose often 76.9 µM), without a hit: at the top dose FP activity, negative = inhibition, actives largely listed as inhibitors. P11308. fluorescence polarization, His-ERG Ets domain / labelled DNA. 370,000 tested, 0.028% active; active = well fitted inhibition curve with a large enough effect in the polarisation, with a control signal flat; inconclusive = small, poorly fitted or top-dose-only effect, or effect the other way, or a change in a side signal; inactive = no such curve, though single readings can be large or run the other way; the % refers to the polarisation;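 note: polarization taken with two DNA probes labelled with fluorescein and Texas red; potency is the fitted concentration of half-maximal effect; % of control where 0% means no effect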
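His-tagged ERG Ets domain (1 uM in the protein solution; 300mM KCl, 50mM Tris-HCl, 1mM EDTA, 1mM DTT, pH 7.5) received compound, then a probe mix of 5 nM fluorescein-DNA and 100nM Texas-615-DNA. Fluorescence polarization was read for both dyes.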
12-LOX inh = ALOX12 (human) lipoxygenase inhibition; P18054; purified 12hLO, xylenol orange hydroperoxide absorbance; Potency, µM (titrated, usually from 108 µM), for inactives: top-dose activity change, negative = inhibition, actives largely listed as inhibitors; 580,000 tested, 1.1% active; note: potency is the fitted concentration of half-maximal effect; % is set by controls: 0 for no effect and ±100 for the full control effect
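Hydroperoxide product was detected by ferrous iron/xylenol orange as the 573 to 405 nm absorbance ratio. Arachidonic acid at 40 uM (final) was turned over for 30 min at room temperature by 150 nM human 12hLO, pH 7.0 Hepes buffer, after 15 min compound preincubation.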
Pol kappa inh = inhibitors of human DNA polymerase kappa | Potency, µM (series often up to 107 µM), for the others: at the top dose activity, negative = inhibition, actives largely listed as inhibitors | purified Pol kappa, fluorescent DNA synthesis assay, 10 min | 400,000 tested, 0.53% active | Q9UBT6 | AID 588579; note: potency is the fitted concentration of half-maximal effect; % is set by controls: 0 for no effect and ±100 for the full control effect
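10 nM Pol kappa was preincubated with compounds for 15 min at room temperature. Reaction started with 50 nM (final) substrate. Fluorescence read kinetically at 0 and 10 min.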
BLM helicase inh = blocks DNA unwinding by human BLM helicase; P54132; recombinant BLM DNA unwinding, fluorescence dequenching; Potency, µM (series often up to 56.1 µM), for the others: at the highest dose activity change, negative = inhibition, most hits filed as inhibitors; 350,000 tested, 0.2% active;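 note: potency is the fitted concentration of half-maximal effect; plate controls were vehicle for no effect and no enzyme for full effect; nearly all actives have a fitted effect of over 35% in size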
Target sequence (P54132 whole entry, looked up): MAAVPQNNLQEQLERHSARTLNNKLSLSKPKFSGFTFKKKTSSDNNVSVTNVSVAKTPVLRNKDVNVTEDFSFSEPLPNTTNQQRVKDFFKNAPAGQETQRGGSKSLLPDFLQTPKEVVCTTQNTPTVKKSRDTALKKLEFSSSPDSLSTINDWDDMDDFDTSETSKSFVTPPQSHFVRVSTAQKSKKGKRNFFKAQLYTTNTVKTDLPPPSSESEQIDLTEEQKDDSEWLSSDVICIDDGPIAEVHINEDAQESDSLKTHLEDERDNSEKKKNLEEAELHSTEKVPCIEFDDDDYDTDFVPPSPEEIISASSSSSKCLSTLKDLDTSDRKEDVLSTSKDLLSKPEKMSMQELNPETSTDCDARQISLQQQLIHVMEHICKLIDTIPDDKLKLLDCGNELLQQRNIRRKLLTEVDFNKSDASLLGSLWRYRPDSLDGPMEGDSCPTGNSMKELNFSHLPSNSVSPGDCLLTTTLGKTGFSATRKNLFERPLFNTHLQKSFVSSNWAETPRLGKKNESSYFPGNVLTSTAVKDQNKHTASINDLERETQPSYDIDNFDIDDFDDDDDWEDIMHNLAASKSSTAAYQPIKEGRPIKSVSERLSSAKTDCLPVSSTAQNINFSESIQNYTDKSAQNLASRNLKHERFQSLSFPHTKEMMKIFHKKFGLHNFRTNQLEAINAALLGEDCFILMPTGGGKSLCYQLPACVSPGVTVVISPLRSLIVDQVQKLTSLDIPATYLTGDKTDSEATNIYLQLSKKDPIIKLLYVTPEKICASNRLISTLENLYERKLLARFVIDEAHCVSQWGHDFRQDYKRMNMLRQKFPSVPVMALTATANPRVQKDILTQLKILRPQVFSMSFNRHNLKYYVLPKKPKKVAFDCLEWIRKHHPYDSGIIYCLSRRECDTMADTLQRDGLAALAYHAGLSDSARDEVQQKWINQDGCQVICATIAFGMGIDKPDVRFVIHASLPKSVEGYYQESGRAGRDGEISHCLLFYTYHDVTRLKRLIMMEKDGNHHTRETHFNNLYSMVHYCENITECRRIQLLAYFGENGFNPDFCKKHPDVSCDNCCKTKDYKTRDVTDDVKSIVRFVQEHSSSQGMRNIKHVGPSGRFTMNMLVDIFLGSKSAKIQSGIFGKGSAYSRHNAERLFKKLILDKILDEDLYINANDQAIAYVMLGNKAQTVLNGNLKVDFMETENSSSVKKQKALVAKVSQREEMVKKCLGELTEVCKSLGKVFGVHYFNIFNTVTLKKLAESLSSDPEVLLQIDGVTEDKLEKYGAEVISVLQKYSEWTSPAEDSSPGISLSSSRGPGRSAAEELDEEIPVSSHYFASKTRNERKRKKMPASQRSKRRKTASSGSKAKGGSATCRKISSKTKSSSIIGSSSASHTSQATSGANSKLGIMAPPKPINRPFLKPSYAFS
Apoferritin bind = candidate novel general anesthetic via apoferritin binding | 350,000 tested, 0.074% active | P02791 | Potency, µM (doses to about 77.5 µM), for inactives: at the top dose activity change, negative = displacement, usual class: inhibitors | apoferritin/1-aminoanthracene competitive binding, fluorescence; note: potency is the fitted concentration of half-maximal effect; % is set by controls: 0 for no effect and ±100 for the full control effect; nearly all actives have a fitted effect of over 20% in size
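Read-out: endpoint 1-AMA fluorescence, excitation 380 nm and emission 535 nm, after compounds sit 10 min at room temperature with 10 uM horse-spleen apoferritin in 50% saturated 1-AMA/PBS. Values come from four-parameter Hill fits.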
An asterisk follows results filed as active; ? = inconclusive; / = not tested or not shown; & = joins results of further samples; [ ] = dose if it differs, or a comment. Unless noted, calls come from the whole dose curve; as a rule, active = well fitted curve in the direction sought with a large enough effect; inconclusive = small, poorly fitted or top-dose-only effect, or another doubt; inactive = no such curve, though single readings can be large; an effect the other way counts as inactive or inconclusive. A portion of the library; the hit share may differ from the screen's.

Compound	Apoferritin bind	APEX1 inh	TRHR agonist	ERG Ets-DNA blk	12-LOX inh	BLM helicase inh	POLB inh	Pol iota inh	Pol kappa inh
Cc1cccc(C)c1NC(=O)c1oc2ccc3c(c2c1C)C(=O)CC(C)(C)O3	-8%	/	-0.8	-4%	-13%	-1%	32%	11%	-4%
CC(C)C(=O)Nc1ncc(Cc2cccc(Cl)c2)s1	?	-3%	0.9	6%	1%	-10%	-7%	80%[activator]	0%
CCOc1ccc(-n2nnc3c(=O)n(CC(=O)c4ccccc4)cnc32)cc1	-3%	-3%	0.8	11%	9%[57.4 µM]	-4%	2%	29%	5%
COc1ccc(C2SCC(=O)N2c2nc3ccccc3s2)cc1 (configuration not stated)	-3%	5%	0.2	4%	2%	-9%	2%	5%	-5%
COc1ccccc1C(=O)N/C(=C/c1ccc(Br)cc1)C(=O)NCCCn1ccnc1	-15%	52%	0.8	-8%	0%	-7%	-2%	-10%	-6%
CC(C)CC(c1nnnn1C(C)(C)C)N1CCN(Cc2ccccc2)CC1 (configuration not stated)	-7%	2%	-0.7	1%[15.4 µM]	10µM*	-7%	1%	10%	0%
O=C1Cc2ccccc2Sc2ccc(O)cc21	?	-2%	0.3	-3%	?	-8%	-2%	71%[activator]	-6%
O=C(CSCc1ccc(Cl)cc1)Nc1cccc(C(=O)Nc2ccccc2C(=O)O)c1	-13%	-9%	0.0	-5%	-20%	-1%	-2%	?	0%
O=C(NCC1CCCO1)c1cccc(NC(=O)c2ccccc2)c1 (configuration not stated)	-6%	2%	0.0	24%	-5%	1%	2%	12%	-8%
C=C(C(=O)c1ccccc1)C(C)CC(=O)c1ccccc1 (configuration not stated)	4%	4%	-0.6	7%	-8%	-2%	14%	?	-20%
CCN1CCN(c2ccccc2NC(=O)c2ccc(-n3cccn3)cc2)CC1	/	46%[activator]	0.7	-3%	?	/	/	7%	-5%
O=C(c1cc(COc2ccc(F)cc2Cl)on1)N1CCN(c2cnccn2)CC1	?	30%	-0.7	-11%	?	-5%	-1%	21%	-6%
Cc1cc(C)c(C(=O)c2ccccc2)c(C)c1	/	/	/	4%	-3%	/	/	22%	3%
C[n+]1ccccc1/C=N/O	5%&1%&6%	?	0.3&-1.3	10%&-19%	?	5%&-3%&-3%	2%&15%	7%&5%	8%
COc1ccc(C(=O)NCC(=O)N2CCNC(=O)C2)cc1OC	8%	-1%	2.3	3%	-15%	2%	19%	14%	0%
Cc1c(C(=O)OCC(=O)NC(C)c2ccccc2)oc2ccccc12 (configuration not stated)	?	36%	-0.1	-11%	-6%	-2%	22%	-3%	11%
Cc1ccc(C(=O)Nc2ccccc2N2CCN(C(=O)C(C)C)CC2)cc1	-22%	1%	-0.4	-6%	9%	-1%	33%	36%[activator]	-13%
Cc1nc2ccccc2c(=O)n1/N=C/c1ccncc1	-3%	-4%	0.1	-2%	?	-5%	7%	21%	-14%
COc1ccc(-c2cc(C(=O)NCc3ccccc3)c3c(-c4ccccc4)[nH]nc3n2)cc1	7%	/	0.4	13%	-29%	-4%	33%	8%	16%
COC(=O)c1cccnc1NC(=S)NC1CCCCC1	0%	47%[activator]	0.2	-1%	-6%	-4%	-10%	71%[activator]	-10%
Cc1cc(-c2csc(N)n2)c(C)n1-c1ccc(Cl)c(Cl)c1	-13%	0%	0.0	10%	-17%	3%	19%	42%[activator]	-1%
CCNC(=O)/C(C#N)=C/c1c(N(Cc2ccccc2)Cc2ccccc2)nc2ccccn2c1=O	-15%	-3%	-0.3	-10%	-6%	-11%	-11%	-4%	-16%
CC1CCCC(NC(=O)COC(=O)/C=C/c2ccc(S(=O)(=O)N3CCOCC3)cc2)C1C (configuration not stated)	-22%	4%	-0.5	0%	0%	0%	-1%	33%[activator]	-8%
FC(F)(F)c1ccc(NC(=S)NCc2ccccc2)cc1	-20%	1%	0.1	-5%	?	-9%	10%	79%[activator]	-12%
FC(F)(F)c1cccc(N2Cc3ccccc3C2)c1	?	1%	/	8%	-30%	-24%	29%	10%	-3%
COc1ccc2nc(SCc3ccccc3C)nc(C)c2c1	0%	1%	0.7	-4%	-9%	-5%	8%	0%	-6%
CN(C1(C)CCS(=O)(=O)C1)S(=O)(=O)c1ccc2ccccc2c1 (configuration not stated)	/	16%	-0.7	5%	1%	/	/	15%	-9%
CCc1noc(C)c1C(=O)Nc1ccc(S(=O)(=O)N2CCCCC2)cc1	/	-14%	1.5	-5%	2%	/	/	-2%	-14%
Cc1ccc(CC(=O)N2CCN(c3cccc(C(F)(F)F)c3)CC2)cc1	-20%	0%	-0.2	-7%	-10%	-10%	8%	-14%	0%
Cc1cc(NC(=O)COC(=O)C2CCN(S(=O)(=O)c3cccc(Cl)c3Cl)CC2)no1	-12%	-12%	-0.5	-1%	0%	-4%	3%	-29%	-14%
Cc1ccc(NC(=O)C2(NC(=O)c3ccccn3)CCCCC2)cc1Br	-18%	4%	-2.3	0%	-26%	-6%	-20%	-4%	-25%
COc1ccc(N=C2NC(=O)/C(=C/c3ccco3)S2)cc1	-16%	0%	-0.3	21%	?	-19%	?	?	-20%
CCOc1ccc(NCC(=O)Nc2ccc(C)cc2C)cc1	-11%	1%	-0.1	/	10%	0%	8%	29%	0%
COc1ccc2c(c1)c(N1CCCC1=O)c(C(=O)Nc1ccccc1C(F)(F)F)n2C	-7%	/	0.7	9%	0%	-1%	-9%	36%[activator]	-13%
COc1ccc2oc(C(F)(F)C(F)F)cc(=O)c2c1	5%	-2%	-0.5	-3%	-19%	1%	8%	7%	-1%
NC(=O)c1ccc(N2CCCCC2)c(N2C(=O)CCC2=O)c1	-9%	-8%	0.2	-2%	0%	-2%	12%	?	1%
O=C(NCc1ccccc1F)C(=O)NCC(c1cccs1)S(=O)(=O)c1cccs1 (configuration not stated)	-14%	/	0.1	-13%	-15%	-3%	12%	-3%	-7%[60.1 µM]
CC(C)(C)OC(=O)NCCCCCc1cn([C@@H](CO)C(=O)NCCCCCCCCCCC(=O)N2CCN(C(=O)OC(C)(C)C)CC2)nn1	/	31%	0.1	3%	1%	/	/	28%	-14%
CC1CC1C(=O)N(CCC1=CCCCC1)c1c(N)n(Cc2ccccc2)c(=O)[nH]c1=O (configuration not stated)	/	8%	-0.1	3%	5%	/	/	-6%	-17%
CCOC(=O)c1cnc2ccccc2c1NCCc1ccc(OC)c(OC)c1	?	-5%	0.9&-0.9	1%&0%	-29%&-8%	-2%&-2%	-27%&-17%	-12%&9%	4%&-11%
CCOc1cccc(CN(C)CC2CCCN(CCc3ccc(Cl)cc3)C2)c1O (configuration not stated)	7%	6%	0.1	15%	?	1%	21%	-11%	-12%
COc1ccc2oc(-c3ccncc3)cc(=O)c2c1	/	/	/	-8%	-10%	/	/	16%	-4%
CCc1ccc(S(=O)(=O)c2nnn3c2nc(Nc2ccc(F)cc2)c2cc(Cl)ccc23)cc1	-12%	/	0.5	5%	-25%	-6%	0%	18%	4%
COc1cc(-c2nc3cnccn3c2Nc2ccccc2)ccc1O	-2%	-5%	-1.0	18%	?	-7%	4%	-1%	-20%
COc1cccc(CNC(=O)CC(NC(=O)c2ccccc2)c2ccccc2)c1 (configuration not stated)	/	20%	0.0	0%	10%	/	/	16%	-13%
Cc1ccc(-n2c(=O)c3c(cnn3C)n(CC(=O)Nc3ccc(C)cc3C)c2=O)cc1	-9%	/	-0.6	11%	-6%	0%	13%	2%	-4%
COC(=O)c1ccc(NC(=O)c2ccccc2N(C)S(=O)(=O)c2ccccc2)cc1	0%	-4%	-0.8	3%	-5%	-7%	1%	6%	-6%
O=C(NCC1CCCO1)C(c1cccnc1)N(C(=O)Cc1cccs1)c1cccnc1 (configuration not stated)	-7%	-2%	0.3	/	18%	2%	6%	36%[activator]	0%
O=C(Nc1ccc(N2C(=O)CCC2=O)cc1Cl)c1cccs1	-2%	2%	0.6	2%	-2%	-4%	21%	96%[activator]	-8%
CC1=C(C)/C(=N\OC(=O)/C=C/c2ccccc2)C=CC1=O	-8%	-2%	4.6	-2%	0%	-1%	9%	?	-5%
COc1cccc(CNC(=O)COC(=O)CN(C)S(=O)(=O)c2ccc(NC(C)=O)cc2)c1	-2%	-1%	-0.1	20%	-14%	-2%	-17%	36%[activator]	1%
Cc1ccccc1Cn1c(=O)n(Cc2ccc3c(c2)OCO3)c(=O)c2oc3ccccc3c21	-3%	/	0.2	0%	-22%	-6%	2%	6%	-2%
Cc1sc(NC(=O)CSc2nnc(COc3ccccc3)n2C)c(C#N)c1C	-15%	-2%	-1.7	-3%	0%	-1%	7%	-16%	-1%
COc1ccc(CCCc2nnc(SCC(=O)Nc3cccc(C)c3)o2)cc1C	21%	/	0.4	5%	?	-11%	3%	25%	11%
COCCN(C(=S)Nc1ccc(OC)cc1)C(C)c1cccs1 (configuration not stated)	1%	-6%	0.4	-4%	-4%	-1%	2%	4%	1%
COc1ccccc1NC(=O)COC(=O)c1c(C)nn(-c2ccccc2)c1C	/	-3%	-0.2	0%	184%[activator]	/	/	3%	-1%

Assay outcomes deposited in PubChem BioAssay by National Center for Advancing Translational Sciences (NCATS).
